TcdB GH inh = blocks C. difficile toxin B glycohydrolase activity | P18177 | 350,000 compounds, 0.24% hits | inhibition, % at 9.99 µM | AID 652162 | TcdB glycohydrolase enzymatic assay, plate reader; in the data active = inhibition above about 10%
Target sequence (P18177 whole entry, looked up): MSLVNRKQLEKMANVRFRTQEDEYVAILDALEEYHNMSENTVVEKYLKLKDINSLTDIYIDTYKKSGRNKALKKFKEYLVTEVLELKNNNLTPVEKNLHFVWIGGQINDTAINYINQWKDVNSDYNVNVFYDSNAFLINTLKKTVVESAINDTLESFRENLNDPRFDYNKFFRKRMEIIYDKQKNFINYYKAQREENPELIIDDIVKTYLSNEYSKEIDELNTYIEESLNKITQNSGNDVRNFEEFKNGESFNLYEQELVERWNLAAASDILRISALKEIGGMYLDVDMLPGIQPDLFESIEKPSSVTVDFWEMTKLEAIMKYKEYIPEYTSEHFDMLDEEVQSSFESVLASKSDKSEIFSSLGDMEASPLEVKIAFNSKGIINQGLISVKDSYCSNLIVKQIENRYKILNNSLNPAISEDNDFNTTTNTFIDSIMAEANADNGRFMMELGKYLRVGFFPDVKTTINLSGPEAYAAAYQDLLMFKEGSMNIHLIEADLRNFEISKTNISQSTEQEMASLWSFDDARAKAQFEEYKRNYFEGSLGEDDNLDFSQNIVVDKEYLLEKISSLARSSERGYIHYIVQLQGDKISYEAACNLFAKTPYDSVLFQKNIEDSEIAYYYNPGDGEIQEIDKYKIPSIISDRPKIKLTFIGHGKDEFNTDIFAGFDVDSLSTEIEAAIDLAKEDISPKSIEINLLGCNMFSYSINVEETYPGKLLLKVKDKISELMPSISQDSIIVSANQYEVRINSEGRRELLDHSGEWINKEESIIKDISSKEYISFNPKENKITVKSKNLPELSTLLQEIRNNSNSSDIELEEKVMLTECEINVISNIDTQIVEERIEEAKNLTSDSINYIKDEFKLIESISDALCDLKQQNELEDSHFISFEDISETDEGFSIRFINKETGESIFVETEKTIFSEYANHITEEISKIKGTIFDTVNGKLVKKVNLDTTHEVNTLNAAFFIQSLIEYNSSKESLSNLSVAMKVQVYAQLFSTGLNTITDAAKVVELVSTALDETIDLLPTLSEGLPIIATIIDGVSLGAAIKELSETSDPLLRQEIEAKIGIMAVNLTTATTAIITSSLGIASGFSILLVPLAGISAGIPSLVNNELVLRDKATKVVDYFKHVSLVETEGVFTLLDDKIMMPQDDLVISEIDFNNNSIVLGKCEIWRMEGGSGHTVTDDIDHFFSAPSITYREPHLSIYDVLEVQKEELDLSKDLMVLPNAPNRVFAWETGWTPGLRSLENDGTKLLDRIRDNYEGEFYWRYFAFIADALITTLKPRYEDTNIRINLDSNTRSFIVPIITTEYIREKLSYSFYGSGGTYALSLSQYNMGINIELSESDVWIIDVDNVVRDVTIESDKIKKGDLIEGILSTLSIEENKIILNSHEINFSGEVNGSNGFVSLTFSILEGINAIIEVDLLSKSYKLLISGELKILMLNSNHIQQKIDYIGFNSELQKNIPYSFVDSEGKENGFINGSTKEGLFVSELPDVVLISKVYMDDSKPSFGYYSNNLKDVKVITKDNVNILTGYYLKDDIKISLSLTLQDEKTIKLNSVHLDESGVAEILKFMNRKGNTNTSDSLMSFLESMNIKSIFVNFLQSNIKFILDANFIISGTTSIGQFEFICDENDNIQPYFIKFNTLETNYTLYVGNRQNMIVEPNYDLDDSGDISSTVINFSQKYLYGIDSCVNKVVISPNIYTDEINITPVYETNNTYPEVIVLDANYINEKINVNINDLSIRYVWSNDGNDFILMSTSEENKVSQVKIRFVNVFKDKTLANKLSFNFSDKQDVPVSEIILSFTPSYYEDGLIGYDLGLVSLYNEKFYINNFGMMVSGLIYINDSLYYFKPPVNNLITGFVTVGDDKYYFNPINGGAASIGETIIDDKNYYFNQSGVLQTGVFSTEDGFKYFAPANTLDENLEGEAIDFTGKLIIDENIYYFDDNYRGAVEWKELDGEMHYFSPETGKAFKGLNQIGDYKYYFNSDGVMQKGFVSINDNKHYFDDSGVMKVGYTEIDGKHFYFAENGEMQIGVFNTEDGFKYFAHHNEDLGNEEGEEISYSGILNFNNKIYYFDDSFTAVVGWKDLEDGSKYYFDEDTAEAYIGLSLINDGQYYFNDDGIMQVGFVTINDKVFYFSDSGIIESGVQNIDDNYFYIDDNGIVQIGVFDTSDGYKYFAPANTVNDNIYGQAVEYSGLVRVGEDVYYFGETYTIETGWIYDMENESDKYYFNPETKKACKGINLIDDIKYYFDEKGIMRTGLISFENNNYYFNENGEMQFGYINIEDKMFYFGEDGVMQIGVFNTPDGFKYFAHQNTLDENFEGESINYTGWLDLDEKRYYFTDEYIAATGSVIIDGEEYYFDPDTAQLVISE
Anthrax LF prot = blocks Bacillus anthracis lethal factor protease; AID 588501; 360,000 compounds, 0.12% hits; multiplex microsphere protease cleavage assay, LF; inhibition, % at 10 µM; P15917; in the data active = inhibition above about 30%; note: plate controls were buffer without enzyme for full effect and enzyme alone for no effect
* = called active by the depositor. This is a subset; count on the stated rates, not on these rows.

`NC(CSCc1ccccc1)C(=O)Nc1ccc([N+](=O)[O-])cc1` (configuration not stated) gave Anthrax LF prot -12.
Screening O=C(CN1CCNCC1)N1CCOCC1 returned Anthrax LF prot 2.
`O=C(NC(Cc1cn(Cc2ccccc2)cn1)C(=O)O)OCC1c2ccccc2-c2ccccc21` (configuration not stated) gave Anthrax LF prot 4.
Nc1ncnc2c1ncn2[C@@H]1O[C@H](C(=O)NS(=O)(=O)c2c(Cl)nc3sccn23)[C@@H](O)[C@H]1O was read as Anthrax LF prot 3.
Screening COc1ccc(CCNC2=CC(=O)CCC2)cc1OC returned Anthrax LF prot -2.
For CN(CCC#N)c1ccc(C=C(C#N)c2cccc(C(F)(F)F)c2)cc1 the results were Anthrax LF prot -6.
Clc1cccc(-c2nc3ccc(Cl)cn3c2Cc2ccsc2)c1 was read as Anthrax LF prot 12.
Screening OCCN(Cc1ccccn1)Cc1ccccn1 returned Anthrax LF prot 1.
For O=C(CN1C(=O)c2ccccc2C1=O)C(O)CN1C(=O)c2ccccc2C1=O (configuration not stated) the results were Anthrax LF prot -4.
`COc1ccccc1Cc1c(-c2ccco2)nc2c(C)cc(Br)cn12` gave Anthrax LF prot 13.

2 compounds picked at random from the list so far, as already listed:
Screening COc1ccc(CCNC2=CC(=O)CCC2)cc1OC returned Anthrax LF prot -2.
`COc1ccccc1Cc1c(-c2ccco2)nc2c(C)cc(Br)cn12` gave Anthrax LF prot 13.

Ordered by molar mass (ascending): ten of the compounds above.
Screening O=C(CN1CCNCC1)N1CCOCC1 returned Anthrax LF prot 2.
Screening OCCN(Cc1ccccn1)Cc1ccccn1 returned Anthrax LF prot 1.
Screening COc1ccc(CCNC2=CC(=O)CCC2)cc1OC returned Anthrax LF prot -2.
`NC(CSCc1ccccc1)C(=O)Nc1ccc([N+](=O)[O-])cc1` (configuration not stated) gave Anthrax LF prot -12.
For CN(CCC#N)c1ccc(C=C(C#N)c2cccc(C(F)(F)F)c2)cc1 the results were Anthrax LF prot -6.
Clc1cccc(-c2nc3ccc(Cl)cn3c2Cc2ccsc2)c1 was read as Anthrax LF prot 12.
For O=C(CN1C(=O)c2ccccc2C1=O)C(O)CN1C(=O)c2ccccc2C1=O (configuration not stated) the results were Anthrax LF prot -4.
`COc1ccccc1Cc1c(-c2ccco2)nc2c(C)cc(Br)cn12` gave Anthrax LF prot 13.
`O=C(NC(Cc1cn(Cc2ccccc2)cn1)C(=O)O)OCC1c2ccccc2-c2ccccc21` (configuration not stated) gave Anthrax LF prot 4.
Nc1ncnc2c1ncn2[C@@H]1O[C@H](C(=O)NS(=O)(=O)c2c(Cl)nc3sccn23)[C@@H](O)[C@H]1O was read as Anthrax LF prot 3.

Carrying on:
`N#CC1=C(Nc2ccccc2Cl)SC2(CCCC2)NC1=O` gave Anthrax LF prot -1.
`Cc1ccc2nc(-c3ccco3)c(CC3CCCCC3)n2c1` gave Anthrax LF prot -4.
Screening ClC1=CN(C2=NCCC2)CC1 returned Anthrax LF prot -20.
For Nc1nc2ccc(Cl)cc2cc1C(=O)NCc1ccc(Oc2ccccc2)cc1 the results were Anthrax LF prot 5.
`CC(C)OCCc1cccc[n+]1[O-]` gave Anthrax LF prot -6.
For CC(C)NC(=O)N(C)C[C@@H]1Oc2ccc(NC(=O)Cc3cn(C)c4ccccc34)cc2C(=O)N([C@H](C)CO)C[C@@H]1C the results were TcdB GH inh -10.
For CN1C(=O)c2cc(NC(=O)c3ccc(F)c(F)c3)ccc2OC[C@@H]2O[C@@H](CC(=O)N3CCCCC3)CC[C@@H]21 the results were TcdB GH inh -1.5.
`C[C@H]1CN([C@@H](C)CO)C(=O)c2cccc(NC(=O)Nc3ccc4c(c3)OCO4)c2O[C@@H]1CN(C)Cc1ccc(C(=O)Nc2ccccc2N)cc1` gave TcdB GH inh 0.6.
`CN1c2ccc(-c3cccc(F)c3)cc2[C@H]2[C@H](CCN2C(=O)Cc2ccccc2)[C@@H]1CO` gave TcdB GH inh 1.1.
`C/C=C/c1ccc(C2[C@H]3CNC[C@@H]2N3CC2CC2)cc1` (some centres not stated) gave TcdB GH inh -2.6.
`COCC#Cc1ccc2c(c1)O[C@@H](CN(C)C(=O)Nc1ccccc1F)[C@H](C)CN([C@@H](C)CO)S2(=O)=O` gave TcdB GH inh -0.6.
For COc1ccc(-c2ccc3c(c2)[C@@H]2[C@@H](CCN2C(=O)CN2CCOCC2)[C@@H](CO)N3)cc1 the results were TcdB GH inh -1.2.
Screening Cc1noc(C)c1NC(=O)Nc1ccc2c(c1)C(=O)N([C@H](C)CO)C[C@H](C)[C@H](CN(C)C(=O)Nc1ccc3c(c1)OCO3)O2 returned TcdB GH inh -0.5.
Screening C[C@@H]1CN([C@@H](C)CO)C(=O)c2cc(NS(=O)(=O)c3ccc(F)cc3)ccc2O[C@@H](C)CCCCO[C@H]1CN(C)C(=O)Nc1cccc2ccccc12 returned TcdB GH inh -0.6.
CCCNC(=O)[C@H]1[C@H](CO)[C@H]2Cn3c(ccc(-c4ccccc4F)c3=O)[C@H]2N1C was read as TcdB GH inh -1.0.
For COc1ccc(NC(=O)N(C)C[C@H]2Oc3ncc(C4=CCCC4)cc3C(=O)N([C@@H](C)CO)C[C@@H]2C)cc1 the results were TcdB GH inh 0.6.
For C[C@@H]1CN([C@@H](C)CO)C(=O)c2cccc(NC(=O)c3ccncc3)c2O[C@@H]1CN(C)Cc1ccc(C(=O)O)cc1 the results were TcdB GH inh 0.3.
Screening CCC(=O)Nc1ccc2c(c1)OC[C@H](C)NC[C@@H](C)[C@H](OC)CN(C)C2=O returned TcdB GH inh 0.7.
O=C(C[C@H]1CC[C@H]2[C@@H](COC[C@@H](O)CN2S(=O)(=O)c2ccc(F)cc2)O1)NCc1ccc(Cl)c(Cl)c1 was read as TcdB GH inh -0.9.
Screening C[C@@H]1CN([C@H](C)CO)C(=O)c2cc(C3=CCCCC3)cnc2O[C@H]1CN(C)C(=O)Cc1cccnc1 returned TcdB GH inh -3.9.
Screening COc1cccc(NC(=O)N[C@H]2CC[C@H](CC(=O)NCc3ccncn3)O[C@@H]2CO)c1 returned TcdB GH inh 1.1.
C[C@@H]1CN([C@@H](C)CO)C(=O)Cc2cc(NC(=O)CCN3CCOCC3)ccc2O[C@H]1CN(C)C(=O)Nc1ccc2c(c1)OCO2 was read as TcdB GH inh -1.8.
Screening O=C(C[C@H]1CC[C@@H](NS(=O)(=O)c2ccc(F)cc2)[C@@H](CO)O1)NCCc1ccncc1 returned TcdB GH inh -0.2.
For COCC#Cc1ccc2c(c1)O[C@@H](CN(C)C(=O)CC1CC1)[C@@H](C)CN([C@@H](C)CO)S2(=O)=O the results were TcdB GH inh 0.4.
For CC(C)NC(=O)N[C@H]1C=C[C@H](CC(=O)NCc2ccc(Oc3ccccc3)cc2)O[C@H]1CO the results were TcdB GH inh -0.9.
Screening COc1ccc(C#Cc2ccc([C@@H]3[C@@H](CO)N4C(=O)CN(C(=O)C5CCOCC5)C[C@H]34)cc2)cc1 returned TcdB GH inh -1.0.
Screening CC(C)C#Cc1ccc2c(c1)O[C@@H](CN(C)C(=O)c1ccccn1)[C@H](C)CN([C@H](C)CO)S2(=O)=O returned TcdB GH inh 0.7.
`COCc1cn(CC[C@@H]2CC[C@H](NC(=O)Nc3ccc(Cl)cc3)[C@H](CO)O2)nn1` gave TcdB GH inh 0.2.
For O=C(NN=Cc1ccccc1O)C(=O)Nc1ccc(F)cc1 the results were TcdB GH inh -2.0.
Screening O=C(C[C@@H]1CC[C@@H](NC(=O)Nc2ccccc2F)[C@H](CO)O1)NCc1ccc(-c2ccccc2)cc1 returned TcdB GH inh -1.1.
`CC(C)NC(=O)C1(C)CN(S(C)(=O)=O)CC(=O)N1Cc1ccc2c(c1)OCO2` (configuration not stated) gave TcdB GH inh 0.5.
`CNC[C@H]1Oc2ccc(NC(=O)C3CCCCC3)cc2CC(=O)N([C@@H](C)CO)C[C@H]1C` gave TcdB GH inh -0.5.
`COc1ccccc1-c1ccc([C@@H]2[C@@H](C#N)N[C@@H]2CO)cc1` gave TcdB GH inh 1.5.
For CN(C)C(=O)c1cccc(-c2cccc(-c3nc(C(=O)NCc4ccccc4)cc4c3[C@H](CCO)N([S@@](=O)C(C)(C)C)C4)c2)c1 the results were TcdB GH inh 1.7.
`C[C@H]1CCCCO[C@H](CN(C)C(=O)Nc2ccc(C(F)(F)F)cc2)[C@@H](C)CN([C@@H](C)CO)C(=O)c2cc(NS(=O)(=O)c3ccccc3)ccc2O1` gave TcdB GH inh -17.
Screening C[C@@H]1CN([C@H](C)CO)S(=O)(=O)c2ccc(C#CCN(C)C)cc2O[C@H]1CN(C)Cc1ccccn1 returned TcdB GH inh -0.7.
CCCNC(=O)NC[C@H]1[C@H](c2ccc(C3=CCCCC3)cc2)[C@@H](CO)N1C(C)=O was read as TcdB GH inh -0.3.
`CC[C@]12CCN(CC3(O)CC3)C(Cc3ccc(O)cc31)C2(C)C` gave TcdB GH inh 0.1.
For Cc1noc(C)c1NC(=O)Nc1cccc2c1O[C@@H](CN(C)Cc1ccc(Cl)c(Cl)c1)[C@H](C)CN([C@H](C)CO)C2=O the results were TcdB GH inh -0.6.
For O=C1CN(S(=O)(=O)Cc2ccccc2)C[C@@H]2[C@@H](c3ccc(C#Cc4cccnc4)cc3)[C@@H](CO)N12 the results were TcdB GH inh 1.1.
COCC(=O)Nc1ccc2c(c1)[C@H]1C[C@@H](CC(=O)N[C@H](C)c3ccccc3)O[C@@H](CO)[C@H]1O2 was read as TcdB GH inh -0.5.
COC(=O)[C@]12C[C@H](CC(=O)NCCCN3CCCC3=O)C(=O)N(Cc3ccccc3)C1=C[C@H](C(C)C)O[C@@H]2C1CC1 was read as TcdB GH inh 0.1.
`NCC[C@H]1CC[C@H](NS(=O)(=O)c2ccccc2F)[C@@H](CO)O1` gave TcdB GH inh 2.9.
`COc1ccc(C#Cc2ccc([C@H]3[C@H](CO)N4CCCCN(S(=O)(=O)c5ccccc5)C[C@@H]34)cc2)cc1` gave TcdB GH inh -0.7.
For CO[C@@H]1CN(C)C(=O)c2ccc(NC(=O)c3cnccn3)cc2OC[C@@H](C)NC[C@H]1C the results were TcdB GH inh 1.2.
CNC[C@@H]1Oc2c(NC(=O)C3CCOCC3)cccc2C(=O)N([C@H](C)CO)C[C@@H]1C was read as TcdB GH inh 0.6.
`C[C@@H]1CCCCO[C@@H](CN(C)Cc2ccc(C(F)(F)F)cc2)[C@H](C)CN([C@@H](C)CO)C(=O)c2cc(N(C)C)ccc2O1` gave TcdB GH inh -29.
Screening COc1cc(CO)cc(I)c1O[C@H]1C=C(C(=O)NCCO)C[C@@H](N(CC2CCCCC2)C(=O)c2cc3ccccc3oc2=O)[C@@H]1O returned TcdB GH inh -4.2.
COc1ccc2c3c(n(C)c2c1)[C@@H](CO)N(C(=O)Nc1ccc(F)cc1)CC31CN(CC2CCOCC2)C1 was read as TcdB GH inh -1.8.
`COc1cc2c(cc1OC)CN(C(=O)[C@@H]1[C@H]3C(=O)O[C@H](c4ccccc4)[C@H](c4ccccc4)N3[C@H](c3ccc(OCCO)cc3)[C@@]13C(=O)Nc1ccc(C#CCNC(N)=O)cc13)CC2` gave TcdB GH inh -0.9.
`Cc1noc(C)c1NC(=O)N(C)C[C@@H]1OCCCC[C@H](C)Oc2ccc(NC(=O)c3ccncc3)cc2C(=O)N([C@H](C)CO)C[C@@H]1C` gave TcdB GH inh 0.1.
Screening C[C@H]1CN([C@@H](C)CO)C(=O)c2cccc(NC(=O)NC3CCCCC3)c2O[C@H]1CN(C)S(=O)(=O)c1ccc(Cl)cc1 returned TcdB GH inh 0.2.
`CCCNC(=O)N1CC2(C1)[C@H](c1ccccc1)[C@@H](CO)N2Cc1ccc(Cl)cc1` gave TcdB GH inh -0.9.
For C[C@H]1CN([C@@H](C)CO)C(=O)c2cccc(NC(=O)C3CCOCC3)c2O[C@@H]1CN(C)C(=O)Nc1ccccc1 the results were TcdB GH inh 1.6.
For COc1ccc(-c2ccc3c(c2)[C@H]2[C@H](CCN2C(=O)C2CCCCC2)[C@H](CO)N3C)cc1 the results were TcdB GH inh -2.3.
For C[C@H]1CN([C@@H](C)CO)C(=O)c2cc(/C=C/c3ccccc3)cnc2O[C@H]1CN(C)Cc1cccc(C(=O)O)c1 the results were TcdB GH inh 1.2.
COCC(=O)N(C)C[C@@H]1Oc2ncc(C#Cc3cccnc3)cc2C(=O)N([C@H](C)CO)C[C@@H]1C was read as TcdB GH inh -1.3.
`COCC(=O)N1CC[C@@H]2[C@H]1c1cc(-c3cccc(OC)c3)ccc1N(C)[C@@H]2CO` gave TcdB GH inh 0.9.
For O=C(C1CCCCC1)N1CC2(C1)[C@@H](c1ccccc1)[C@H](CO)N2Cc1ccccc1F the results were TcdB GH inh -2.9.
Screening C#CCNC(=O)C[C@@H]1C[C@@]2(C(=O)OCC)CCCC=C2N(CCC2=CCCCC2)C1=O returned TcdB GH inh 1.5.
CC(C)NC(=O)N(C)C[C@@H]1Oc2cc(-c3ccccc3)ccc2S(=O)(=O)N([C@@H](C)CO)C[C@H]1C was read as TcdB GH inh 1.6.
CCCNC(=O)N1[C@H](CO)[C@H](c2ccccc2)[C@@H]1CNC(=O)C1CCCC1 was read as TcdB GH inh 2.3.
C[C@@H](O)C#Cc1cnc2c(c1)C(=O)N([C@@H](C)CO)C[C@H](C)[C@@H](CN(C)C(=O)CN1CCOCC1)O2 was read as TcdB GH inh -0.7.
`O=C(C[C@H]1CC[C@H]2[C@@H](COC[C@H](O)CN2Cc2ccccc2F)O1)N1CCc2ccccc2C1` gave TcdB GH inh -1.4.
For O=C(c1ccccc1F)N1CC[C@@H]2[C@H](CO)Nc3ccc(Br)cc3[C@@H]21 the results were TcdB GH inh -3.2.
For C[C@H]1CN([C@@H](C)CO)C(=O)CCCn2cc(nn2)CO[C@@H]1CN(C)Cc1ccc(C(=O)Nc2ccccc2N)cc1 the results were TcdB GH inh 0.2.
C[C@@H]1CN([C@@H](C)CO)S(=O)(=O)c2ccc(-c3ccccc3F)cc2O[C@@H]1CN(C)Cc1cncnc1 was read as TcdB GH inh 1.4.

Screening data as filed in PubChem BioAssay.
